Bioassay records: PubChem BioAssay, several laboratories
PPC-1+TRAIL kill – kills PPC-1 cancer cells in the presence of TRAIL | PPC-1 cells + TRAIL, ATPLite viability luminescence | cell killing (% activity), % at 4 µM | 220,000 tested, 0.41% active;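 active = cell killing above 50% in the first pass at 4 µM, then a duplicate retest at 5 µM averaging 50% or more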;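 also: plate controls were cells with TRAIL plus DMSO for no effect and medium-only wells lacking cells for full effect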
TRPML3 agonist – human mucolipin-3 channel agonism. 220,000 tested, 0.29% active. Q8TDD5. HEK293 TRPML3-YFP, Fluo-8 calcium fluorescence; 100% = the carbachol control signal. AID 1448. activation, % at 3 µM;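 active = activation above its plate's cutoff, the mean activation of the plate's test wells plus 3 SD, cut at about 12% in these data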;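 also: 0% = DMSO only wells and 100% = carbachol wells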
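Test system: TRPML3-YFP stable HEK293 cells. Doses: single point at 3 µM. Incubation: dye loading 1 h 37 °C then 30 min ambient, 125 s read. Signal: Fluo-8 calcium dye fluorescence, ex 470-495, em 515-575 nm. Measure: percent activation from peak-to-basal fluorescence ratio, scaled between DMSO and carbachol.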
EBV gp42 inh – inhibitors of Epstein-Barr virus glycoprotein 42 | Fluorescence polarization binding assay, mP read-out | inhibition, % (tested at 21.74 µM) | 220,000 tested, 0.42% active; in the data active = inhibition above about 50%
Target sequence (Q1HVG2 whole entry, looked up): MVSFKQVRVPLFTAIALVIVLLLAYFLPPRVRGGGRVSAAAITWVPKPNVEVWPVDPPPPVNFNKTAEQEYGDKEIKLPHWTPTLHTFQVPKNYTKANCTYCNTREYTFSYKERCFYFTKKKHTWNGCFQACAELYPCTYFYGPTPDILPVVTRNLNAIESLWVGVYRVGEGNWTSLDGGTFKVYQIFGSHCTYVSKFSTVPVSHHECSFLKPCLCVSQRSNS
TRPN1 ag – agonists of zebrafish TRPN1 channel; 220,000 tested, 0.18% active; HEK293 zebrafish TRPN1-YFP, Fluo-8 calcium fluorescence; 100% = response to 87 µM carbachol; AID 1424; activation, % at 3 µM;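 active = activation above its plate's cutoff, the mean activation of test wells on that plate plus 3 SD, cut at about 19% in these data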;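 also: 0% = DMSO alone and 100% = 87 µM carbachol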
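Material – zebrafish TRPN1-YFP in HEK293 cells · Doses – 3 µM single point · Schedule – dye 1 h 37 °C plus 30 min RT · Signal – Fluo-8 calcium fluorescence, excitation 470-495 nm, emission 515-575 nm · Read-out – % activation versus carbachol response · Control set – carbachol high, DMSO low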
MDM2 E3 inh – Mdm2 E3 ligase (human) inhibition. cell-based MDM2 ubiquitination luciferase reporter, 2 h; 0 = plate control, 100 = twice control, blank-subtracted. 210,000 tested, 0.11% active. signal enhancement, % at 5 µM. Q00987. AID 1230;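 active = signal enhancement of 30% or more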;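 also: luminescence tracks abundance of the self-degrading MDM2-luciferase fusion protein; higher signal means inhibition of MDM2 E3 ligase activity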
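Test system: stable mammalian line carrying autodegrading MDM2–luciferase fusion reporter; quantity: 2000 cells in each well; times: 4 h cell settling then 2 h compound exposure, 37 °C; detection: luminescence with SteadyLite reagent, 15 min at room temperature; evaluation: percent signal gain over controls, blank-subtracted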
CHOP inhibitor – inhibitors of CHOP induction in ER stress response; 220,000 tested, 3.8% active; AID 2732; CHO-K1 CHOP-promoter luciferase, tunicamycin-induced, 15-18 h; inhibition, % at 10 µM;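 active = compounds that reduced the stress-induced luciferase reporter signal by more than about 70% of percent inhibition, limit read from the data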;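 also: 0% = tunicamycin plus vehicle and 100% = wells without tunicamycin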
p47phox inh – p47phox (human) inhibition; 220,000 tested, 0.53% active; inhibition, % at 24.7 µM; p47phox/p22phox peptide binding, fluorescence polarization, 2 h; P14598; AID 1274;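 active = inhibition above about 30%, limit read from the data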;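 also: 0% = p47phox with labelled peptide and 100% = labelled peptide alone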
Runt-SMMHC FRET – inhibitors of human RUNX1 Runt domain binding to CBFb-SMMHC | Cerulean-Runt/Venus-CBFb-SMMHC FRET ratio 530/480, 1 h | inhibition, % at 20 µM | 220,000 tested, 0.74% active;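 active = mean inhibition across duplicate retests at 20 µM reaching about 50%, limit read from the data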;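 also: 0% = DMSO wells and 100% = wells with excess untagged CBFb-SMMHC; inhibitors lower the FRET ratio by blocking Runt binding to CBFb-SMMHC; some results filed as inactive read as strong as hits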
Target sequence (Q01196 whole entry, looked up, the tested form may be a part): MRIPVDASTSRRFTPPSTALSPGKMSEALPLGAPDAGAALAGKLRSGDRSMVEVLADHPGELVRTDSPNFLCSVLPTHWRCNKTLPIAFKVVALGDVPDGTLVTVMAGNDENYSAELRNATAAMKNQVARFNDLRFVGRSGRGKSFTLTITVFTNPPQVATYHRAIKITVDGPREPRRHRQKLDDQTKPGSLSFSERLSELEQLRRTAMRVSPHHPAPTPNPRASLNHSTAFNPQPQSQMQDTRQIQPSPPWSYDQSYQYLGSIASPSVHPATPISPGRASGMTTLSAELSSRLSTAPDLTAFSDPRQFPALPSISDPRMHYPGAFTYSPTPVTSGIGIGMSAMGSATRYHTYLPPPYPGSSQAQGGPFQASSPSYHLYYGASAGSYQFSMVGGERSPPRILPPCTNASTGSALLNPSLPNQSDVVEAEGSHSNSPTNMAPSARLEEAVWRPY
Target sequence (Q13951 whole entry, looked up, the tested form may be a part): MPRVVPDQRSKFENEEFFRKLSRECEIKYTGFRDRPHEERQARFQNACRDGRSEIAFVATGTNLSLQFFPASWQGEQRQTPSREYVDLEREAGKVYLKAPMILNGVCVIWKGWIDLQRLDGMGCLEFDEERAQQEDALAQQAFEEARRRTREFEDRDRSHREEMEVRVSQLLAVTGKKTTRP
TNF necrop inh – blocks TNF-alpha induced death of Jurkat FADD-/- cells; activation (protection from cell death), % at 10 µM; AID 463075; 220,000 tested, 0.068% active; Jurkat FADD-/- TNF necroptosis rescue, ATP luminescence, 24 h; 0 = TNF only, 100 = no-TNF cells;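 active = activation, meaning protection from cell death, of at least 50% relative to plate controls; inactive = activation below 50%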;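 also: necroptosis triggered by 40 ng/mL TNF-alpha added together with compound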
Active calls of the source: *; nt = no result given.

Below each compound: PPC-1+TRAIL kill	Runt-SMMHC FRET	p47phox inh	TNF necrop inh	TRPML3 agonist	CHOP inhibitor	TRPN1 ag	MDM2 E3 inh	EBV gp42 inh
#1 O=C(N/N=C/c1ccco1)c1cc(-c2ccc(Cl)cc2)n[nH]1
    12.5	-1.6	2.6	-2.8	0.8	-8.2	1.3	-9.1	-17.5
#2 CCn1cc(C(=O)NCCCN2CC(C)CC(C)C2)c2cc(OC)c(OC)cc2c1=O (centres undefined)
    13.4	-1.6	-5.1	-0.2	-0.3	-22.5	0.1	-4.8	3.0
#3 Cc1cc(O)c(C2=Nc3ccccc3SC(c3ccc(Cl)cc3)C2)c(=O)o1 (centres undefined)
    46.2	0.1	-5.6	-4.2	0.2	56.9	1.0	-12.0	14.8
#4 CCOC(=O)C(=O)C1=C(N2CCOCC2)/C(=C\c2ccc(F)cc2)CC1
    3.5	2.4	-4.2	-1.8	0.8	10.8	-1.0	-9.2	4.5
#5 COc1ccc(S(=O)(=O)Nc2cccnc2)cc1
    15.1	-1.0	-8.2	48.3	1.1	18.8	2.0	nt	-8.3
#6 Cc1ccccc1NS(=O)(=O)c1ccc2[nH]c(=O)[nH]c2c1
    2.2	2.8	-9.8	0.1	0.8	-3.2	0.8	-9.3	-16.1
#7 CCCCNC(=O)C(c1ccc(OCC(=O)OC)c(C(=O)OC)c1)N(CCOC)C(=O)CCCCCN1C(=O)NC(c2ccc(-c3ccccc3)cc2)C(C(=O)OCc2ccccc2)=C1C (centres undefined)
    -4.3	-4.3	-14.7	-9.3	nt	35.8	nt	-1.4	-1.8
#8 CCOC(=O)/C(=C\c1cn(C)c2ccccc12)[N+](=O)[O-]
    11.6	-1.6	-7.6	1.6	0.2	-21.4	-0.2	-24.9	-18.6
#9 CCc1nnc(NC(=O)NCN2C(=O)C3C4C=CC(C4)C3C2=O)s1 (centres undefined)
    7.4	-2.5	-9.2	-2.2	-0.4	45.4	1.2	3.2	-18.5
#10 COc1ccc(C=O)cc1COc1ccccc1F
    18.1	0.9	-10.7	-4.7	-0.1	25.9	-1.4	-12.1	5.7
#11 Brc1ccc(-c2noc(C3CCCCC3)n2)cc1
    -5.8	-0.4	nt	0.6	1.0	-1.4	1.2	-1.7	-1.9
#12 COc1ccc(NC(=O)C2CCN(C(=O)c3ccccc3)CC2)c(OC)c1
    6.7	0.4	-5.6	-0.7	1.6	-13.9	-0.1	2.9	-10.4
#13 CC(C)Cn1c(CCC(=O)O)ccc1-c1cccs1
    20.5	178.6*	-16.0	-1.3	0.1	8.4	-0.6	-5.0	-4.3
#14 CCOc1ccc(C)cc1-n1nc2ccccc2n1
    -8.9	1.6	-4.2	-4.0	-0.9	30.1	-0.8	-14.9	0.6
#15 Cn1c(=O)c(Oc2ccc(Cl)cc2)c(O)c2ccccc21
    15.4	4.3	-0.8	0.3	0.0	18.1	0.2	-5.8	-0.8
#16 CCCNC(=O)NC(=O)CSc1nc2cc(C(=O)OC)ccc2c(=O)n1-c1ccccc1
    -18.8	1.1	-1.0	2.1	-0.6	22.5	-0.1	-12.7	-9.6
#17 COc1ccc(OC)c(NC(=O)C2CCN(c3cc(-c4ccccc4)nc4ncnn34)CC2)c1
    -9.7	1.4	-5.8	-6.2	-0.1	16.0	-0.5	-7.3	-13.8
#18 Cc1ccc(NC(=O)CCC(=O)c2cccs2)c(O)c1
    20.4	2.6	-7.5	0.9	-0.2	10.7	1.4	nt	-9.1
#19 Cc1nn(C)c(Oc2ccc(Cl)cc2)c1C=O
    -2.4	-0.8	-0.5	10.8	-0.4	8.7	0.9	-2.6	-22.3
#20 COC(=O)c1c(NC(=O)C2CC2)sc2c1CCCC2
    23.0	1.0	0.9	-2.7	0.1	76.8*	-0.7	-22.7	-5.5
#21 COc1ccccc1C(=O)N/C(=C\c1ccc(Br)cc1)C(=O)NCCC(=O)O
    12.6	3.2	6.8	-0.1	0.2	16.9	1.3	-1.7	-1.9
#22 Cc1nc(N2CCN(C(c3ccccc3)c3ccccc3)CC2)[nH]c(=O)c1C
    2.3	4.4	-5.5	-8.0	0.3	-26.1	-0.2	-19.0	-21.0
#23 COc1ccc(C(c2nnnn2C2CCCCC2)N2CCN(c3ccc(OC)cc3)CC2)cc1 (centres undefined)
    31.4	0.7	2.4	0.7	1.0	-22.5	-1.7	-21.0	1.5
#24 CC(C)(C)Sc1ccc(/C=N/O)cc1[N+](=O)[O-]
    -19.8	3.2	-2.7	-2.7	0.5	17.8	-2.5	-0.8	0.0
#25 CCOC(=O)C1=C(C)NC(=O)N(C(C)=O)C1c1ccc(Cl)cc1 (centres undefined)
    -22.6	5.1	-4.0	-8.1	0.8	34.1	0.5	-21.8	-7.2
#26 C=CCOc1cccc(CNCCCN2CCOCC2)c1
    -7.8	1.0	-8.7	1.8	0.7	9.4	0.6	-9.8	0.5
#27 CCOC(=O)N1CCN(C(=O)c2ccc3c(c2)N(CC)CCS3)CC1
    8.8	-4.6	-13.2	-0.1	0.2	24.3	-0.6	-16.8	-12.2
#28 OC1(c2ccc(Br)cc2)CN(c2ccccc2)C2=[N+]1CCS2 (centres undefined)
    -11.0	-1.5	-7.1	3.2	0.0	28.2	-0.6	-26.8	-6.3
#29 Cc1cccc(CSc2ccc(-c3ccco3)nn2)c1
    4.5	34.0	-11.6	1.2	-0.3	7.5	-1.6	-15.3	-19.5
#30 COc1ccccc1N1CCN(C(=O)c2ccc(C(C)(C)C)cc2)CC1
    46.5	1.2	-9.8	-0.3	-0.9	95.8*	-1.9	10.8	-4.8

4 compounds picked at random from those above, as already listed:
Below each compound: PPC-1+TRAIL kill	Runt-SMMHC FRET	p47phox inh	TNF necrop inh	TRPML3 agonist	CHOP inhibitor	TRPN1 ag	MDM2 E3 inh	EBV gp42 inh
#29 Cc1cccc(CSc2ccc(-c3ccco3)nn2)c1
    4.5	34.0	-11.6	1.2	-0.3	7.5	-1.6	-15.3	-19.5
#13 CC(C)Cn1c(CCC(=O)O)ccc1-c1cccs1
    20.5	178.6*	-16.0	-1.3	0.1	8.4	-0.6	-5.0	-4.3
#20 COC(=O)c1c(NC(=O)C2CC2)sc2c1CCCC2
    23.0	1.0	0.9	-2.7	0.1	76.8*	-0.7	-22.7	-5.5
#16 CCCNC(=O)NC(=O)CSc1nc2cc(C(=O)OC)ccc2c(=O)n1-c1ccccc1
    -18.8	1.1	-1.0	2.1	-0.6	22.5	-0.1	-12.7	-9.6

Compounds from the list above that have a furan ring, fused or not:
Below each compound: PPC-1+TRAIL kill	Runt-SMMHC FRET	p47phox inh	TNF necrop inh	TRPML3 agonist	CHOP inhibitor	TRPN1 ag	MDM2 E3 inh	EBV gp42 inh
#1 O=C(N/N=C/c1ccco1)c1cc(-c2ccc(Cl)cc2)n[nH]1
    12.5	-1.6	2.6	-2.8	0.8	-8.2	1.3	-9.1	-17.5
#29 Cc1cccc(CSc2ccc(-c3ccco3)nn2)c1
    4.5	34.0	-11.6	1.2	-0.3	7.5	-1.6	-15.3	-19.5

Next part.
Below each compound: PPC-1+TRAIL kill	Runt-SMMHC FRET	p47phox inh	TNF necrop inh	TRPML3 agonist	CHOP inhibitor	TRPN1 ag	MDM2 E3 inh	EBV gp42 inh
#31 OCC1(Cc2ccccc2)CCCN(Cc2cnn(-c3ccccc3)c2)C1 (centres undefined)
    9.2	4.1	-13.1	1.6	1.4	-2.7	0.3	3.5	-7.3
#32 CCNS(=O)(=O)c1cc(OC)ccc1OC
    -5.7	2.9	-12.3	-0.2	0.6	5.6	0.3	-34.5	-17.9
#33 O=C(Nc1ccc(N2CCCC2)cc1)C(c1ccccc1)c1ccccc1
    2.6	5.6	-1.8	2.3	0.0	35.1	0.6	-7.1	-5.7
#34 CCOC(=O)c1c(NC(=O)CN2CCN(C)CC2)sc(C(=O)Nc2ccccc2)c1C
    7.2	-5.9	-1.5	-9.4	1.3	-28.4	0.4	3.6	-1.4
#35 S=c1[nH]nc(-c2cccs2)n1/N=C/c1cn(-c2ccccc2)nc1-c1cccs1
    33.2	4.7	-18.3	-1.2	0.8	79.2*	1.9	-7.0	-4.7
#36 C=CCNCCCCOc1ccccc1-c1ccccc1
    31.4	2.5	-11.2	2.8	0.8	28.2	0.6	-2.8	-1.0
#37 CCN(CC)c1ccc(/C=N/NC(=O)c2cc(C)nc3ccccc23)cc1
    9.8	-9.7	5.4	-4.2	-0.4	1.7	-1.7	7.4	-8.0
#38 COc1ccc(Oc2ccc(C(F)(F)F)cc2NC(=O)c2ccc(OC)cc2)cc1
    -0.2	-1.5	-30.7	6.8	2.0	8.6	2.9	-1.2	-11.3
#39 O=C(/C=C/c1cccc(Cl)c1)c1nc2ccccc2[nH]1
    4.4	2.0	-16.2	-20.0	2.4	102.4*	1.1	0.1	-13.7
#40 COc1ccc2cc(C(=O)Nc3ccc(F)cc3)sc(=O)c2c1OC
    19.4	-15.6	-8.1	-2.4	0.2	17.6	-2.0	4.9	-7.2

Screen by screen, as entered above:
Compounds 31 to 40 in TRPN1 ag, in turn: 0.3, 0.3, 0.6, 0.4, 1.9, 0.6, -1.7, 2.9, 1.1, -2.0
Compounds 31 to 40 in EBV gp42 inh, in turn: -7.3, -17.9, -5.7, -1.4, -4.7, -1.0, -8.0, -11.3, -13.7, -7.2
Compounds 31 to 40 in p47phox inh, in turn: -13.1, -12.3, -1.8, -1.5, -18.3, -11.2, 5.4, -30.7, -16.2, -8.1
